# MDM2 E3 inh = blocks human Mdm2 ubiquitin ligase activity. Q00987. cell-based MDM2 ubiquitination luciferase reporter, 2 h; 0 = plate control, 100 = twice control, blank-subtracted. signal enhancement, % at 5 µM. hit rate 0.11% among 210,000. AID 1230;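 active means signal enhancement of 30% or more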;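 further: luminescence tracks abundance of the self-degrading MDM2-luciferase fusion protein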
#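 Assay system: stable mammalian line carrying autodegrading MDM2–luciferase fusion reporter; amount: 2000 cells seeded into each well; buffer or medium: DMEM; benchmarks: plate control and blank wells; signal: luciferase luminescence; timing: 2 h compound exposure at 37 °C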
# PPC-1+TRAIL kill = compounds killing PPC-1 cancer cells with TRAIL present (potentiator screen, no TRAIL-free arm). PPC-1 cells + TRAIL, ATPLite viability luminescence. cell killing (% activity), % at 4 µM. hit rate 0.41% among 220,000. AID 1443;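 active means cell killing above 50% in the first pass at 4 µM, then a duplicate retest at 5 µM averaging 50% or more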;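 further: plate controls were cells with TRAIL plus DMSO for no effect and medium-only wells lacking cells for full effect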
# TRPML3 agonist = human mucolipin-3 channel agonism. AID 1448. hit rate 0.29% among 220,000. HEK293 TRPML3-YFP, Fluo-8 calcium fluorescence; 100% = the carbachol control signal. activation, % at 3 µM;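 active means activation above its plate's cutoff, the mean activation of the plate's test wells plus 3 SD, cut at about 12% in these data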;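 further: 0% = DMSO only wells and 100% = carbachol wells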
# Target sequence (Q8TDD5 whole entry, looked up): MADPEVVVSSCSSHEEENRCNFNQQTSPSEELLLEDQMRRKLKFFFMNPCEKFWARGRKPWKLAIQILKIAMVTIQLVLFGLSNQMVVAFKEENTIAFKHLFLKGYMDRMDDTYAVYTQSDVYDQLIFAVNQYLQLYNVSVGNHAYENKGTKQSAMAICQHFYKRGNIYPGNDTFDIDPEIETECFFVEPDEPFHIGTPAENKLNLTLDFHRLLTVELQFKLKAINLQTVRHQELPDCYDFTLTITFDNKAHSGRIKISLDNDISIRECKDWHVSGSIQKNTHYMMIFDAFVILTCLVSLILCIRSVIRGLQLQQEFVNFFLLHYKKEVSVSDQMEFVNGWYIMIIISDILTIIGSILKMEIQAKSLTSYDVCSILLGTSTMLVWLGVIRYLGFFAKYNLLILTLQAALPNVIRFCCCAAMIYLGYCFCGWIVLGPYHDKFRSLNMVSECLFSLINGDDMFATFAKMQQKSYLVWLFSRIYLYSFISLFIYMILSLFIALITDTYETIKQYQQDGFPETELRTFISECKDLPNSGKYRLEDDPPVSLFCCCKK
#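 Material: TRPML3-YFP stable HEK293 cells | Dosing: One concentration, 3 µM nominal, 0.3% DMSO | Timing: 125 s total fluorescence read per well | Technique: Fluo-8 calcium dye fluorescence, ex 470-495, em 515-575 nm | Measure: Percent activation from peak-to-basal fluorescence ratio, scaled between DMSO and carbachol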
# p47phox inh = inhibitors of human p47phox binding; P14598; p47phox/p22phox peptide binding, fluorescence polarization, 2 h; inhibition, % at 24.7 µM; hit rate 0.53% among 220,000;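 active means inhibition above about 30%, limit read from the data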;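 further: 0% = p47phox with labelled peptide and 100% = labelled peptide alone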
# Target sequence (P14598 whole entry, looked up): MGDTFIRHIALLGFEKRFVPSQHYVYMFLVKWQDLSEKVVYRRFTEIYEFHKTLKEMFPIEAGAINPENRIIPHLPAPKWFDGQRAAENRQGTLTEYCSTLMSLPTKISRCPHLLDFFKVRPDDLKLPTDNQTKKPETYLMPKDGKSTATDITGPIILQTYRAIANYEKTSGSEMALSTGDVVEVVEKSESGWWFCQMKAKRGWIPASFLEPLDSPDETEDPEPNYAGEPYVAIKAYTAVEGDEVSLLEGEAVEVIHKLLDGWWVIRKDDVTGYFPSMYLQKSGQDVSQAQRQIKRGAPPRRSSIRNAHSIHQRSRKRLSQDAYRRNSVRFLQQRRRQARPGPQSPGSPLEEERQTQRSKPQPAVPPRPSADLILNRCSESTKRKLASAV
# TNF death inh = TNF-alpha cell death inhibition in Jurkat FADD-/- cells; hit rate 0.068% among 220,000; Jurkat FADD-/- TNF necroptosis rescue, ATP luminescence, 24 h; 0 = TNF only, 100 = no-TNF cells; activation (protection from cell death), % at 10 µM;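 active means activation, meaning protection from cell death, of at least 50% relative to plate controls; inactive means activation below 50%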;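 further: necroptosis triggered by 40 ng/mL TNF-alpha added together with compound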
# EBV gp42 block = inhibitors of Epstein-Barr virus glycoprotein 42. hit rate 0.42% among 220,000. Q1HVG2. Fluorescence polarization binding assay, mP read-out. AID 1085. inhibition, % (tested at 21.74 µM); in the data active means inhibition above about 50%
# Runt-SMMHC FRET = inhibitors of human RUNX1 Runt domain binding to CBFb-SMMHC; AID 1434; Cerulean-Runt/Venus-CBFb-SMMHC FRET ratio 530/480, 1 h; inhibition, % at 20 µM; hit rate 0.74% among 220,000; Q01196+Q13951;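 active means mean inhibition across duplicate retests at 20 µM reaching about 50%, limit read from the data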;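 further: 0% = DMSO wells and 100% = wells with excess untagged CBFb-SMMHC; inhibitors lower the FRET ratio by blocking Runt binding to CBFb-SMMHC; some results filed as inactive read as strong as hits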
# CHOP inh = inhibitors of CHOP induction in ER stress response | CHO-K1 CHOP-promoter luciferase, tunicamycin-induced, 15-18 h | inhibition, % at 10 µM | hit rate 3.8% among 220,000;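 active means compounds that reduced the stress-induced luciferase reporter signal by more than about 70% of percent inhibition, limit read from the data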;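 further: 0% = tunicamycin plus vehicle and 100% = wells without tunicamycin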
# TRPN1 ag = agonists of zebrafish TRPN1 channel. HEK293 zebrafish TRPN1-YFP, Fluo-8 calcium fluorescence; 100% = response to 87 µM carbachol. activation, % at 3 µM. hit rate 0.18% among 220,000;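 active means activation above its plate's cutoff, the mean activation of test wells on that plate plus 3 SD, cut at about 19% in these data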;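 further: 0% = DMSO alone and 100% = 87 µM carbachol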
#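 Material – zebrafish TRPN1-YFP in HEK293 cells · Doses – 3 µM single point · Schedule – dye 1 h 37 °C plus 30 min RT · Signal – Fluo-8 calcium fluorescence, excitation 470-495 nm, emission 515-575 nm · Read-out – % activation versus carbachol response · Control set – carbachol high, DMSO low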
# The depositor's hits bear a star; . = no result given; & = joins results of further samples; [ ] = dose if it differs, or a comment.
SMILES,MDM2 E3 inh,PPC-1+TRAIL kill,TRPML3 agonist,p47phox inh,TNF death inh,EBV gp42 block,Runt-SMMHC FRET,CHOP inh,TRPN1 ag
O=c1ccc2cc3c4c(c2o1)CCCN4CCC3,3,5,1.4,-11,-2.3,129*,4,-3,1.6
O=C(/C=C/c1ccc(Cl)cc1Cl)c1ccc[nH]1,-3,2,0.4,-1,0.1,13,0,-52,-1.6
CCCCNC(=S)NC(=O)c1ccccc1Br,.,6,0.0,-31,1.8,-1,4,4,-0.5
CC(=O)NS(=O)(=O)c1ccc(NC(=O)c2cc3c(=O)n4ccccc4nc3s2)cc1,-9,4,0.5,-6,-0.2,2,49,13,-0.2
CCOc1ccc(NC(=O)c2sc(NC(C)=O)c(C(=O)OC)c2C)cc1,-27,6,0.7,-3,0.8,-7,2,73*,-0.3
Cc1ccc(Cn2cnc3sc4c(c3c2=O)CCC4)c(C)c1,9,14,0.9,-19,92*,3,2,77*,-1.0
CCC1(CC)C(=O)NN(c2ccccc2)C1=O,-10,1,0.9,-16,-0.9,1,3,-5,-0.2
O=c1[nH]c2ccccc2c(=O)n1Cc1ccco1,-20,7,0.8,-16,1.3,-12,3,-23,2.2
O=C1CC(N2CCC(c3nc4ccccc4o3)CC2)C(=O)N1c1ccc(Cl)c(C(F)(F)F)c1 (configuration not stated),-11,-9,-0.3,0,-2.7,-2,-3,86*,-0.9
CC(=O)c1ccc(N(C(=O)c2ccco2)C(C(=O)NC2CCCC2)c2ccc(N3CCOCC3)cc2)cc1 (configuration not stated),-12,11,0.2,1,1.3,10,-9,-24,-0.1
O=C(Nc1cccc(-c2cn3ccccc3n2)c1)c1ccccc1,2,15,1.6,-10,0.3,-15,-1,9,3.5
COc1ccc(-n2nc(C(=O)NCC(=O)N3CCN(C)CC3)c3ccccc3c2=O)cc1OC,-23,4,0.6,-4,0.2,-23,-3,-26,-0.9
CCn1c(SC)nnc1-c1nn(-c2ccccc2)ccc1=O,-28,10,-1.0,-8,0.8,-33,5,-8,-0.4
CN(c1ccc(C(=O)Nc2ccc(S(=O)(=O)N3CCCC3)cc2)cc1)S(C)(=O)=O,-13,13,5.0,-9,-7.2,-21,3,5,9.5
CC(=O)CCc1oc2ccc([N+](=O)[O-])cc2c1-c1ccc(C)o1,5,-5,0.2,0,2.3,0,4,16,-0.1
O=C(O)Cn1cnc2c(oc3ccccc32)c1=O,-10,-11,0.9,-12,0.2,-17,3,-11,1.3
Cc1ccc(SCCC(=O)N2CCOCC2)cc1,-16,3,0.6,2,-1.4,-13,0,-4,0.1
Cc1ccc(S(=O)(=O)N(CC(=O)N2CCc3ccccc3C2)c2cccc(Cl)c2)cc1,-14,.,-0.3,-20,-2.7,-10,-2,-9,-1.1
CCOC(=O)N1CCC(NC(=O)c2cc(S(=O)(=O)N3CCc4ccccc43)cn2C)CC1,-8,-11,1.1,-11,-2.5,-12,4,16,0.2
CC12CC(NC(=O)N1c1cccc(C(=O)N3CCN(c4ccccn4)CC3)c1)c1ccccc1O2 (configuration not stated),-12,-8,0.5,-6,-2.7,-4,-7,1,-0.4
Cc1ccc(NC(=O)C2CCN(S(=O)(=O)c3cccc4nonc34)CC2)nc1,-3,25,2.5,-3,4.9,-4,4,-4,4.0
O=C1c2ccccc2C(Nc2ccc(Cl)cn2)N1c1ccccn1 (configuration not stated),-6,7,0.1,-4,-1.2,-21,2,9,2.8
CCCOc1ccc2c(CC)cc(=O)oc2c1C,.,-3,-0.7,13,0.6,-20,-2,14,-2.6
CCc1ccc(C2C(C#N)=C(N)N(N3CCOCC3)C3=C2C(=O)CC(C)(C)C3)s1 (configuration not stated),-3,-15,0.0,-3,0.1,-14,1,-4,1.0
O=C1OC(c2ccccc2)=C/C1=C/c1cccs1,1,8,0.6,-1,0.7,-6,-4,4,0.8
CCOC(=O)C(C)Sc1ncc(-c2ccccc2)cn1 (configuration not stated),5,7,-0.9,-10,1.3,-14,2,-13,-0.9
CCCC(=O)Nc1nnc(CC(=O)N2CCCC2)s1,-5,18,1.2,8,-2.1,-2,4,-4,3.2
Cn1c(-c2cccs2)[n+](C)c2ccccc21,7,20,0.7,4,-0.4,0,-5,-15,1.2
O=C(COc1cccc2ccccc12)NNC(=O)c1cnccn1,-8,27,0.6,-6,1.6,-13,-4,19,0.7
CC1=CC(C)=Nc2ccc(C)cc2N1,-21&-21,24&-2,1.1&0.7,-8&-8,4.0&4.5,-17&-13,-2&2,-12&-16,-0.2&-1.1
CCN=c1scc(-c2ccc3c(c2)NC(=O)CO3)n1N=C1CCCC1,-16,8,3.6,-7,-18,-29,-6,.,7.1
CCNNC(=O)C(O)(c1cccc(C)c1)c1cccc(C)c1,-6,-4,-0.2,0,-0.6,-6,6,-11,-0.1
CCCCS(=O)CC(COC)OC(=O)c1ccccc1 (configuration not stated),-8,30,0.2,2,0.1,-8,-3,17,-1.8
CCN(CC)c1ccc2cc(-c3nc4ccccc4n3C)c(=O)oc2c1,-7,13,2.5,-24,-9.8,2,61*,.,7.4
COc1ccc(OC)c(N(CC(=O)Nc2cccnc2)S(=O)(=O)c2ccc(OC)c(OC)c2)c1,-7,-1,2.6,-9,0.0,-28,-3,-6,1.8
CCOc1ccc(-c2c(C(=O)N/N=C/c3ccc(O)cc3)nnn2-c2nonc2N)cc1,-10,-8,0.7,-2,2.2,-8,-7,19,0.9
O=C(Nc1ccc2c(c1)CCC2)c1cccc(F)c1,-14,30,0.7,2,-0.6,-14,-7,-16,-2.7
CSc1ccc(NC(=O)Nc2ccc(C(=O)NCC(=O)O)cc2)cc1,-18,8,0.5,-22,2.7,2,0,-7,0.4
Cc1cc(Nc2cnc3ccccc3n2)n(-c2ccccc2)n1,-17,36,-0.7,3,-4.0,-20,-3,24,-1.1
CCn1c(C)cc(/C=C2/SC(=O)N(C(C)C(=O)OC)C2=O)c1C (configuration not stated),-7,22,1.1,-11,-1.4,-7,5,-6,0.0
Cc1ccc(-c2nnc(SCC(=O)Nc3ccc4c(c3)oc3ccccc34)n2C)c(Cl)c1,1,7,0.8,-4,0.1,-21,-2,38,1.0
O=C(NCc1ccncc1)C(=O)N/N=C/c1ccccc1OCc1ccccc1,5,-12,-0.6,-8,-1.8,-9,4,44,-3.3
Nc1nonc1-c1noc(N2CCCCC2)n1,-11,4,0.8,-33,-0.8,-30,3,-21,0.0
CN(C)CCCNC(=O)/C(=C\c1ccc(-c2cccc([N+](=O)[O-])c2)o1)NC(=O)c1ccccc1,5,25,0.3,2,5.1,-15,-1,30,0.2
Cc1cccc(NC(=O)CCC(=O)OCc2ccc(Br)cc2)c1,-11,-9,0.0,-4,1.1,3,1,-43,-0.3
Cc1ccc(Nc2c(-c3ccco3)nc3ccccn23)cc1,-5,14,-2.0,-13,-3.9,-6,-2,40,-2.1
CCOC(=O)c1c(N)sn(-c2ccccc2C)c1=S,3,2,0.6,12,-2.3,-22,25,33,1.3
CN(C)C(=O)c1cc(C(=O)c2ccccc2C(F)(F)F)c[nH]1,-8,12,1.4,-2,-2.8,-11,0,6,2.8
CSC1=C(C#N)C(c2ccncc2)C(C(=O)Nc2ccccc2)=C(C)N1 (configuration not stated),-91,2,-1.5,-5,1.0,1,3,-10,-0.5
Cc1csc(N/N=C/c2ccccn2)n1,-45,39[5 µM],1.0,-9,-10,-1,3,26,0.9

# (more compounds)
SMILES,MDM2 E3 inh,PPC-1+TRAIL kill,TRPML3 agonist,p47phox inh,TNF death inh,EBV gp42 block,Runt-SMMHC FRET,CHOP inh,TRPN1 ag
O=C(Cn1nc(C(F)F)cc1C(F)F)NNC(=S)Nc1ccc([N+](=O)[O-])cc1,0,22,0.4,-12,-0.6,-12,0,-7,1.1
Cc1cc2cc(CN(Cc3ccc4c(c3)OCO4)C(=O)c3cnccn3)c3nnnn3c2cc1C,4,-5,-0.1,-26,-1.4,-17,2,25,-0.9
NC(=S)Nc1cc(Cl)ccc1Cl,-18,-10,0.1,0,-0.6,-10,2,1,0.6
CCCN1CCC(NC(=O)Nc2ccc([N+](=O)[O-])cc2)CC1,-8,9,1.2,6,4.2,-9,3,14,1.0
COc1ccccc1NC(=O)Cc1csc(NC(=O)c2ccccc2)n1,.,-7,2.5,-3,-1.1,13,2,0,4.6
C/C(=N\O)C(C)(C)Nc1ccccc1F,-11,-9,0.5,-12,2.4,-24,2,15,-0.2
O=C1C2CCCCC2C(=O)N1c1ccc(NC2CCCCC2)c([N+](=O)[O-])c1 (configuration not stated),-3,6,0.1,-5,0.3,-6,-3,12,-1.3
CC(C)[C@H](NC(=O)[C@H](CC(=O)O)NC(=O)[C@H](CCCCN)NC(=O)[C@@H](N)CCCN=C(N)N)C(=O)N[C@@H](Cc1ccc(O)cc1)C(=O)O,.,16,0.7,-6,0.4,-3,4,7,-1.4
COc1ccc(CN2CCn3ncc(C(=O)Nc4ccccc4)c3C2=O)cc1,-4,31,0.5,3,-3.3,18,-1,-6,1.8
CCOC(=O)c1cc2[nH]c3ccccc3c2[n+](-c2ccc([N+](=O)[O-])cc2)c1C,-6,11,-0.4,-6,0.3,-7,2,-15,-0.9
CCCCn1c(=N)n(CC(O)COc2ccc(C)cc2)c2ccccc21 (configuration not stated),-19,20,-1.1,-7,0.9,-20,-53,72*,-0.8
Fc1ccccc1/C=N/Nc1ncnc2ccccc12,-43,17,0.7,-11,0.3,-4,0,-17,0.3
CCCCCOC(=O)C(C)c1c(C)[nH]c(=S)[nH]c1=O (configuration not stated),10,-3,0.2,-10,-1.3,-2,3,39,-0.1
c1ccc2c(CSc3nnc(-c4ccncc4)o3)cccc2c1,-23,10,-0.8,-10,-1.6,-34,-3,-7,-1.0
O=C(NCCN1C(=O)S/C(=C\c2ccc(F)cc2)C1=O)c1cccc(S(=O)(=O)N2CCOCC2)c1,4,6,0.8,-17,2.0,-21,-6,33,-0.5

# A different layout for part of the listing above.
CCn1c(C)cc(/C=C2/SC(=O)N(C(C)C(=O)OC)C2=O)c1C (configuration not stated)
- MDM2 E3 inh: -7
- PPC-1+TRAIL kill: 22
- TRPML3 agonist: 1.1
- p47phox inh: -11
- TNF death inh: -1.4
- EBV gp42 block: -7
- Runt-SMMHC FRET: 5
- CHOP inh: -6
- TRPN1 ag: 0.0

Cc1ccc(-c2nnc(SCC(=O)Nc3ccc4c(c3)oc3ccccc34)n2C)c(Cl)c1
- MDM2 E3 inh: 1
- PPC-1+TRAIL kill: 7
- TRPML3 agonist: 0.8
- p47phox inh: -4
- TNF death inh: 0.1
- EBV gp42 block: -21
- Runt-SMMHC FRET: -2
- CHOP inh: 38
- TRPN1 ag: 1.0

# Compound activity from PubChem BioAssay.

# Not a hit list (roughly 5.9% active in at least one column).
